Screening results (PubChem)
Calpain2 inh: inhibitors of pig calpain II; purified calpain II, fluorogenic peptide substrate, 30 min; inhibition, % at 16 µM; 220,000 tested, 0.37% active;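 active means inhibition above about 50%, limit read from the data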
EBV gp42 block: blocks Epstein-Barr virus glycoprotein 42 binding; Q1HVG2; Fluorescence polarization binding assay, mP read-out; inhibition, % (tested at 21.74 µM); 220,000 tested, 0.42% active; AID 1085; in the data active means inhibition above about 50%
TbHK1 inh: T. brucei hexokinase 1 inhibition. recombinant TbHK1, G6PDH-coupled NADH A340. AID 1430. 220,000 tested, 0.11% active. inhibition, % at 10 µM;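 active means inhibition of 50% or more in the single-dose primary screen; inactive means inhibition below 50%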
Furin inhibitor: blocks human furin protease activity; P09958; purified furin, fluorogenic substrate cleavage; inhibition, % at 30 µM; 220,000 tested, 0.061% active; AID 463115; in the data active means inhibition above about 25%; further: inactives centre near -15
Target sequence (P09958 108-714 limits assumed): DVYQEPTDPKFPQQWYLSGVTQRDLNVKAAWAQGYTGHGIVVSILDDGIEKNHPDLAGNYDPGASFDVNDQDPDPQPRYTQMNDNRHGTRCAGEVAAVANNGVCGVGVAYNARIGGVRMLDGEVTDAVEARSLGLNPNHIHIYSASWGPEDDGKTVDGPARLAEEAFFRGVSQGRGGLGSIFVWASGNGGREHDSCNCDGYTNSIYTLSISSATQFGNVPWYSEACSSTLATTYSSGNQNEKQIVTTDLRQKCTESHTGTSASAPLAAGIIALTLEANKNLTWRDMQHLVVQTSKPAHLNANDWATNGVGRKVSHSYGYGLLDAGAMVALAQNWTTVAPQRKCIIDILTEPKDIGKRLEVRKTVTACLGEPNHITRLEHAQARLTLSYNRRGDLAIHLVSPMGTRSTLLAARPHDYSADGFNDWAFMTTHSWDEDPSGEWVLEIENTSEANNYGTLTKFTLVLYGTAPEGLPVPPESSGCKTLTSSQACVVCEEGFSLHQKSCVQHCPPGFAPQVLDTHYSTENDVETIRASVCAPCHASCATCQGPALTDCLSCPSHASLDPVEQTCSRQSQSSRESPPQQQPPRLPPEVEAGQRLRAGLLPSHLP
Runt-SMMHC FRET: Runt domain-CBFb-SMMHC interaction inhibition; Q01196+Q13951; Cerulean-Runt/Venus-CBFb-SMMHC FRET ratio 530/480, 1 h; inhibition, % at 20 µM; 220,000 tested, 0.74% active; AID 1434;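 active means mean inhibition across duplicate retests at 20 µM reaching about 50%, limit read from the data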;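 further: 0% = DMSO wells and 100% = wells with excess untagged CBFb-SMMHC; inhibitors lower the FRET ratio by blocking Runt binding to CBFb-SMMHC; some results filed as inactive read as strong as hits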
RBBP9 inhibitor: inhibitors of human serine hydrolase RBBP9 | O75884 | recombinant RBBP9, FP-Rh probe fluorescence polarization | inhibition, % at 7.94 µM | 220,000 tested, 0.2% active | AID 1515;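 active means inhibition above the campaign mean of all tested compounds plus 3 SD, cut at about 14% in these data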;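 further: plate controls were DMSO wells with RBBP9 for no effect and wells lacking RBBP9 protein for full effect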
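Controls: DMSO-treated enzyme wells and wells lacking RBBP9 | Material: RBBP9 protein | Technique: Fluorescence polarization | Replication: Single well per compound, no replicates | Buffer or medium: Tris-NaCl-Pluronic buffer, pH 8.0 | Timing: 30 min compound preincubation, 45 min probe labeling, 25 °C | Read-out basis: Percent inhibition from mP, scaled between DMSO and no-protein wells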
Runt-CBFb FRET: blocks binding of human RUNX1 Runt domain to CBFb; Q01196+Q13951; Cerulean-Runt/Venus-CBFb FRET ratio 530/480, 1 h; inhibition, % at 20 µM; 220,000 tested, 0.46% active; AID 1496;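 active means inhibition over about 50% at 20 µM in the single-dose screen, limit read from the data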;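 further: 0% = DMSO wells and 100% = excess unlabeled CBFb competitor control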
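Measured by: fluorescence energy transfer, 422 nm excitation, 530/480 nm emission; Assay system: Cerulean-Runt domain; Medium: Tris pH 7.5 buffer with BSA; Measure: loss of energy transfer signal; Controls: 5 µM unlabeled CBFb as full-inhibition high control; Incubation: protein complex preformed 1 h, compound exposure 1 h, room temperature, dark.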
p47phox inh: blocks human p47phox regulatory protein of NADPH oxidases. P14598. p47phox/p22phox peptide binding, fluorescence polarization, 2 h. inhibition, % at 24.7 µM. 220,000 tested, 0.53% active. AID 1274;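 active means inhibition above about 30%, limit read from the data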;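 further: 0% = p47phox with labelled peptide and 100% = labelled peptide alone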
Target sequence (P14598 whole entry, looked up): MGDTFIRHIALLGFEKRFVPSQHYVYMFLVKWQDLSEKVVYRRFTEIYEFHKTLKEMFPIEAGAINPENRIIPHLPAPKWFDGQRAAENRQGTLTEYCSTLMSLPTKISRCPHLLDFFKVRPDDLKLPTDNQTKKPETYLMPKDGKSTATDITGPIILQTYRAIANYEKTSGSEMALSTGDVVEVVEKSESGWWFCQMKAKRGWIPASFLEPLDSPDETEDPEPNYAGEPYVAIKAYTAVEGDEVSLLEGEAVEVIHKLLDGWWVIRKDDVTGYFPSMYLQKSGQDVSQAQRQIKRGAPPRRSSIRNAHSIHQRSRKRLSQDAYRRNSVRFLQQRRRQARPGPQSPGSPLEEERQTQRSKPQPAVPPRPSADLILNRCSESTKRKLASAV
p97 ATPase inh: inhibitors of human p97 ATPase; 220,000 tested, 0.42% active; AID 1481; recombinant p97 ATPase, Kinase-Glo ATP luminescence, 3 h; P55072; inhibition, % at 8 µM; in the data active means inhibition above about 15%;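 further: 0% = DMSO vehicle and 100% = wells lacking enzyme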
The depositor's hits bear a star; · = no result given; [ ] = another dose, or the depositor's remark.

SMILES,Furin inhibitor,EBV gp42 block,p97 ATPase inh,p47phox inh,TbHK1 inh,Runt-SMMHC FRET,Runt-CBFb FRET,RBBP9 inhibitor,Calpain2 inh
O=C(NN=C1CCCCCC1)c1c[nH]c2ccccc12,-17,-8,3,-15,-5,-1,-1,-11,12
CCC(=Cc1ccc(CC)cn1)CC,-21,-6,9,9,-4,-6,0,0,10
CC(OC(=O)c1ccc(Cl)c(S(=O)(=O)Nc2ccc(F)cc2)c1)C(=O)NC(N)=O (stereo not drawn),-14,-7,0,-7,-3,-2,2,-9,15
CN1CCc2nc(NC(=O)COc3ccc(C#N)cc3)sc2C1,-12,-15,-2,-1,-1,59*,36,-6,2
Cc1[nH]c2ccc(-c3n[nH]c(=S)n3Cc3ccccc3)cc2c1C,-15,4,2,-8,-2,17,9,-1,-10
Cc1ccc(C(=O)NC2CCN(C(=O)N3CCOCC3)CC2)cc1,-7,-22,3,-5,3,4,1,-4,0
CCC(=O)NCCCc1nc2ccccc2n1Cc1ccccc1F,-14,-4,7,0,9,2,1,-5,27
Cc1ccc(NC(=O)COC(=O)c2ccc3c(c2)C(=O)N(CCc2ccccc2)C3=O)c(C)c1,-20,-15,3,-11,3,-3,0,-4,-7
COc1ccc(/C=N\N=C2/SC(CC(=O)O)C(=O)N2c2ccc(O)cc2)cc1 (stereo not drawn),8,-6,3,0,-32,0,1,4,20
Cc1c(NC(=O)CN2c3cccc4cccc(c34)S2(=O)=O)c(=O)n(-c2ccccc2)n1C,-8,-19,6,2,-9,-3,0,-4,-163
Cc1ccc(SC(C)C(=O)NCc2ccncc2)cc1 (stereo not drawn),-21,-9,10,7,0,6,-2,-6,29
CS(=O)(=O)NC1c2cccc3cccc(c23)C1N1CCOCC1 (stereo not drawn),0[20 µM],8,-6,2,7,4,1,-6,8
C=CCNc1cc(C)oc(=O)c1C(=O)CC,-5,0,6,10,1,3,-1,4,-33
Cn1c(=O)c2c(SCc3cccc(C(F)(F)F)c3)nc(-c3ccco3)nc2n(C)c1=O,-28,5,6,-8,-22,-1,-4,1,-27
COc1ccc(CNC(=O)CC2Sc3ccccc3NC2=O)cc1 (stereo not drawn),-31,-10,6,-9,-3,0,-2,0,5

Compound profiles, from the list above. Order of screens: Furin inhibitor, EBV gp42 block, p97 ATPase inh, p47phox inh, TbHK1 inh, Runt-SMMHC FRET, Runt-CBFb FRET, RBBP9 inhibitor, Calpain2 inh
Listed for CS(=O)(=O)NC1c2cccc3cccc(c23)C1N1CCOCC1 (stereo not drawn) → 0[20 µM], 8, -6, 2, 7, 4, 1, -6, 8
Listed for Cc1[nH]c2ccc(-c3n[nH]c(=S)n3Cc3ccccc3)cc2c1C → -15, 4, 2, -8, -2, 17, 9, -1, -10
Listed for CC(OC(=O)c1ccc(Cl)c(S(=O)(=O)Nc2ccc(F)cc2)c1)C(=O)NC(N)=O (stereo not drawn) → -14, -7, 0, -7, -3, -2, 2, -9, 15
Listed for CCC(=Cc1ccc(CC)cn1)CC → -21, -6, 9, 9, -4, -6, 0, 0, 10

Next section.
SMILES,Furin inhibitor,EBV gp42 block,p97 ATPase inh,p47phox inh,TbHK1 inh,Runt-SMMHC FRET,Runt-CBFb FRET,RBBP9 inhibitor,Calpain2 inh
COc1ccc(CN=C(Nc2ccccc2)SC2CC(=O)NC2=O)cc1 (stereo not drawn),-22,0,0,-4,-3,-1,-2,5,-16
C/C(=N\NC(=O)C1CC1(C)c1ccccc1)c1ccco1 (stereo not drawn),-20,-23,1,-7,20,1,1,-4,0
CCNc1nc(Sc2ccc(C)cc2)cc(C(F)(F)F)n1,-14[20 µM],-12,0,-11,1,-3,-2,10,27
Cc1ccc(/C=N/NC(=O)CSc2nc3ccccc3c(=O)n2-c2ccccc2)s1,-21,-11,6,16,4,0,-2,-6,-44
CN(C)CCn1c(C(=O)Nc2ccccc2)cc2ccccc21,-28,-13,7,-9,0,3,-1,-6,0
O=C1CN(C(=O)c2ccco2)C(c2ccccc2)c2cc(Cl)ccc2N1 (stereo not drawn),-13[20 µM],-8,0,-1,0,2,-1,1,2
N/C(Cc1ccc(Cl)cc1)=N\OC(=O)c1ccc2ccccc2c1,-20[20 µM],-24,2,-4,-2,-4,-1,-5,4
CCCCc1nnc(NC(=O)C2CCCO2)s1 (stereo not drawn),-30[20 µM],-6,-1,-10,-7,2,2,-4,-10
COc1ccccc1-n1cc(CN2CCN(C3CCCCC3)C(CCO)C2)cn1 (stereo not drawn),-15,-4,4,-6,0,-2,0,1,-12
COc1ccc(CCNC(=O)c2cc(C(=O)c3cc(C)ccc3O)cn(CCc3ccc(OC)cc3)c2=O)cc1,-1,-24,3,-27,4,5,-1,-25,0
CCCCCN(C(=O)COC(=O)c1ccc(Br)o1)c1c(N)n(CCCC)c(=O)[nH]c1=O,-20[20 µM],-7,-5,-22,-1,-1,1,-7,-32
CCn1c(=O)c(=O)n(CC)c2cc(S(=O)(=O)N3CCc4ccccc43)ccc21,-16,-12,5,-29,-18,2,2,-9,0
c1ccc(CNn2nnnc2-c2ccccc2)cc1,-17[20 µM],-12,-6,-10,3,54,-1,-11,-11
Cc1ccc(S(=O)(=O)NC(CC(=O)N2CCc3ccccc32)c2ccco2)cc1 (stereo not drawn),-23,1,0,1,1,2,3,0,13
Cc1cc2nc(/N=C(\N)NC(=O)N3c4ccccc4Sc4ccccc43)nc(C)c2cc1C,-5,3,4,-42,-18,-1,-3,-6,-24
COc1ccc(-c2cn[nH]c2-c2ccc(OCc3ccccc3)cc2O)cc1OC,-4,3,-3,-1,0,6,4,-13,24
CCOc1cccc(-c2cc(=O)[nH][nH]2)c1,-17[20 µM],-10,2,-6,-1,1,0,-7,3
O=C(O)/C=C/c1ccccc1[N+](=O)[O-],-21,-12,9,-4,-10,0,0,-8,-3
CC1=NCC(C)c2c1[nH]c1ccccc21 (stereo not drawn),2[20 µM],-5,-1,-18,-20,-14,·,-7,-242
COc1cccc(-c2ccc(SCC(=O)NCCc3ccccc3)nn2)c1,-12,-3,-4,-1,-1,-3,-1,-11,25
COc1ccc2cc(S(=O)(=O)N3CCOCC3)ccc2c1,-27,-4,6,1,3,3,-2,3,-12
CSc1cccc(NC(=S)NN(C)C)c1,-17,-17,6,-13,-6,8,-3,-9,5
COc1cccc(OC(=O)CSc2nnc(-c3ccccc3Br)o2)c1,-15,-3,-2,3,1,1,-1,-2,16
CCOc1cc(C2NC(=O)NC(O)(C(F)(F)F)C2C(=O)c2ccccc2)ccc1OC (stereo not drawn),-15[20 µM],-14,-1,-5,2,-1,0,0,31
COc1ccc(C(c2nnnn2CS(=O)(=O)c2ccc(C)cc2)N2CCN(c3ncccn3)CC2)cc1 (stereo not drawn),-22[20 µM],-12,-1,-1,1,-4,-1,2,-23
COc1ccc(Cl)cc1NC(=O)CNc1ccccc1CN(C)C1CCCCC1,-6,7,-10,-19,12,1,2,-14,13
CCOC(=O)/C=C/C(=O)OCC(=O)Nc1cccc(Br)c1,-10,-6,1,-15,-3,2,6,0,-2
Cc1noc(/C=C/N(C)C)c1S(=O)(=O)N1CCCC(C(=O)NC(C)c2ccccc2)C1 (stereo not drawn),-32,-24,2,-10,-29,-6,-3,-6,1
O=C(Nc1ccc(Cl)cc1)C1CCN(C(=O)NC2CCCCC2)CC1,-13[20 µM],-10,2,1,-4,-5,·,4,18
O=C(CSc1nc(O)c(Cc2ccccc2)c(=O)[nH]1)c1ccccc1,-15,-5,2,-27,1,-1,2,-8,-1
C/C(Cn1cnc([N+](=O)[O-])n1)=N\NC(=O)c1ccc(Br)cc1,-21,-6,6,-2,9,-4,0,-6,2
CC(C)c1ccc(N2C(=O)CC(NNC(=O)c3ccccc3Cl)C2=O)cc1 (stereo not drawn),-19,-14,3,-6,-14,1,1,5,-2
CCN(CC)C(=O)CSc1ncnc2c1nnn2-c1ccc(F)cc1,-17,-15,9,-5,-4,2,5,2,-8
Cc1cc(C)n(S(=O)(=O)c2cc(Cl)ccc2Cl)n1,-16,2,2,-13,1,-1,2,-2,-13
CCc1ccc(OCC(=O)N(C)C)c(Br)c1,-17[20 µM],21,0,-4,1,5,0,-10,-23
CS(=O)(=O)c1ccc(Cl)c(NC(=O)c2cccc(Br)c2)c1,2,-11,-4,-1,32,0,0,3,27
CC/C(=N/Nc1ccc(Cl)cc1)c1cnnc(SC)n1,9,1,6,-7,27,-26,-9,-3,-1
CC(C)C(=O)Nc1nnc(-c2ccccc2)o1,-15,-5,8,1,-4,0,1,3,-31
CC(C)(C)SCCNC(=O)CN1C(=O)c2ccccc2S1(=O)=O,-10,21,1,-12,3,1,0,6,-10
CCOc1ccc(C(=O)NC(=S)Nc2ccc(N3CCC(C)CC3)cc2)cc1[N+](=O)[O-],-17[20 µM],-5,-2,-7,-14,7,7,2,-15
Cn1c2ccccc2n2c(=O)cc(-c3ccccc3)c(C#N)c12,-20,-8,5,-14,-23,6,1,-3,-120
Cc1[nH]c(=O)[nH]c(=O)c1/C=N\NC(=O)CCc1ccc(OC(C)C)cc1,-22,-1,0,-3,-10,-2,-3,-1,-14
CCOc1ccccc1N(C(=O)c1ccco1)C(C(=O)NC1CCCC1)c1cccnc1 (stereo not drawn),-28[20 µM],-3,-1,-5,0,1,-2,-1,12
Cc1nc([N+](=O)[O-])cn1Cc1cccc([N+](=O)[O-])c1,-24,-21,7,-7,-11,-2,0,-1,-33
Cc1nn(-c2cc(N3CCCCC3)ccc2N)c(=O)c2ccccc12,-18[20 µM],-9,3,1,2,10,-2,-2,17
CCc1c(C)nc2[nH]nc(-c3ccccc3)n2c1=O,-14,-15,-3,0,0,-5,-2,-7,-2
COC(=O)c1c(C)noc1-c1snnc1C,-14,0,7,-6,0,1,-2,-2,-13
CCC(C)(C)n1nnnc1C(c1ccc(Cl)cc1)N1CCN(C)CC1 (stereo not drawn),5,-17,4,-8,-6,4,1,8,9
CCCN1CNC(=S)N(c2ccccc2OCC)C1,-9,2,1,-6,4,1,-5,-7,-5
COc1cc(/C=N/Nc2nc(C)cc(C)n2)ccc1OC(=O)c1ccco1,-9,-10,6,-3,8,0,0,-7,9
CCOC(=O)/C(=N\Nc1ccccc1Cl)N(C)C1CCS(=O)(=O)C1 (stereo not drawn),-6,-6,2,-4,-29,1,-1,-6,-10
COC(=O)c1cnc(Oc2ccc(NC(=O)NC(=O)c3c(F)cccc3F)cc2)cc1C(F)(F)F,-14,-13,6,-4,-22,-3,-1,-2,-9
COC(=O)Cc1[nH]nc2c1C1(C(=O)N(Cc3ccc(Cl)cc3)c3ccccc31)C(C#N)=C(N)O2 (stereo not drawn),-41,-5,4,-14,-4,4,1,4,-29
CC(=O)Nc1ccc(C(=O)NCCc2ccccc2)cc1,-1,-3,-2,-3,-3,0,2,-2,12

No enrichment for hits (roughly 2.7% active in at least one column).
